# Bioassay records: PubChem, National Center for Advancing Translational Sciences (NCATS)
# GAA glycogen – qHTS Assay for Inhibitors and Activators of Human alpha-Glucosidase Cleavage of Glycogen; 300,000 compounds, 0.38% hits; Potency, µM (highest dose often 76.4 µM), without a hit: at the highest dose activity change, negative = inhibition, usual class: inhibitors; Lysosomal alpha-glucosidase (Homo sapiens), P10253; recombinant GAA, glycogen substrate, Amplex Red glucose oxidase fluorescence;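 also: 0% = full enzyme reaction and -100% = no-enzyme basal signal; the screen sought inhibitors and activators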
#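 Recombinant human enzyme (4 nM); glycogen substrate; 37 C, 40 min, pH 5.0. Readout: coupled glucose oxidase/Amplex Red fluorescence.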
# HTT ATP protect – qHTS Multiplex Assay to Identify Dual Action Probes in a Cell Model of Huntington: Cytoprotection (ATP); 230,000 compounds, 0.14% hits; PC12 HTT-Q103 induced, cytoprotection, ATP luminescence, 40 h; Potency, µM (series often up to 56.4 µM), inactives show cytoprotection (ATP increase), hits mostly activators; AID 1471, 2008;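 also: % of control where 0% means no effect; nearly all actives have a fitted effect of over 45% in size; toxic huntingtin expression switched on by the ecdysone agonist tebufenozide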
#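 Cells were plated at 1500 per well in phenol red-free DMEM with 5% equine and 5% calf serum. Tebufenozide (100 nM final) and compounds were added, then ATPlite reagent, and luminescence was read.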
# GAA spleen mod – qHTS Assay for Inhibitors and Activators of Human alpha-Glucosidase From Spleen Homogenate. Lysosomal alpha-glucosidase (Homo sapiens), P10253. human spleen homogenate, 4-MU-alpha-glucoside fluorescence. Potency, µM (doses to about 79.9 µM), for inactives: at the highest dose activity change, negative = inhibition, usual class: inhibitors. 240,000 compounds, 0.006% hits;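 also: 0% = enzyme with vehicle and -100% = no enzyme basal signal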
#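 Human spleen homogenate (1 ug) incubated with compounds and 1 mM 4-methylumbelliferyl-alpha-D-glucopyranoside in pH 5.0 citrate/phosphate buffer, 37 C, 40 min. Stopped at pH 10; 4-MU fluorescence (Ex 365/Em 440 nm); AC50 by Hill fit.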
# Tau fibril FP – qHTS for Inhibitors of Tau Fibril Formation, Fluorescence Polarization. K18 P301L tau heparin fibrillization, Alexa594 FP, 6 h. Potency, µM (top dose mostly 57.7 µM), inactives show at the top dose activity, negative = inhibition, most hits filed as inhibitors. 280,000 compounds, 0.39% hits. AID 1468, 2008; also: % is scaled to controls: 0 for no effect and ±100 for the full control effect; nearly all actives have a fitted effect of over 55% in size
# Target sequence (P10636 561-689 P618L limits assumed): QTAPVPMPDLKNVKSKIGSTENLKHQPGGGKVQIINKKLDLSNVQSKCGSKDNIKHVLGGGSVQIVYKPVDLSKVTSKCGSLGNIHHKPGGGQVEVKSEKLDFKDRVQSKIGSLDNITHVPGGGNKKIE
#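 FP of Alexa 594-tau after heparin (20 uM) induction. Substrate: human K18 P301L, 15 uM unlabeled, 0.24 uM labeled. Buffer 100 mM sodium acetate pH 7. 6 hr, 37 C.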
# Tau fluor counter – Counterscreen qHTS for Inhibitors of Tau Fibril Formation, Fluorescence Polarization | tau K18 P301L Alexa594 fluorescence, heparin fibrillization | Potency, µM (doses to about 57.7 µM), inactives show at the top dose activity change, negative = decrease | 280,000 compounds, 0.93% hits | AID 1463, 2008; also: % is scaled to controls: 0 for no effect and ±100 for the full control effect; nearly all actives have a fitted effect of over 55% in size
#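 Human tau K18 P301L (15 uM unlabeled, 0.24 uM Alexa 594-labeled) in 100 mM sodium acetate pH 7 with 20 uM heparin, 6 hr at 37 C. ThT 30 uM added, 1 hr ambient; Alexa 594 FP and total fluorescence read at 555/632 nm.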
# Tau fibril ThT – qHTS for Inhibitors of Tau Fibril Formation, Thioflavin T Binding. Potency, µM (titrated, usually from 57.4 µM), for the others: at the top dose activity, negative = inhibition, actives largely listed as inhibitors. 270,000 compounds, 2.1% hits. AID 1460, 2008. Microtubule-associated protein tau (Homo sapiens), P10636. recombinant tau K18 P301L, heparin-induced fibrillization, ThT fluorescence; also: % is scaled to controls: 0 for no effect and ±100 for the full control effect; nearly all actives have a fitted effect of over 55% in size
#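 Fibril formation assay: tau K18 P301L at 15 uM with trace Alexa 594 label, heparin inducer 20 uM, pH 7 sodium acetate buffer, 37 C for 6 hr; endpoint ThT signal.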
# aGal spleen mod – qHTS Assay for Inhibitors and Activators of Human alpha-Galactosidase From Spleen Homogenate; Alpha-galactosidase A (Homo sapiens), P06280; AID 2107, 2009; human spleen homogenate, 4MU-alpha-Gal fluorescence, 40 min; Potency, µM (series often up to 80 µM), for inactives: at the highest dose activity change, negative = inhibition, hits mostly inhibitors; 240,000 compounds, 0.008% hits;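 also: 0% = enzyme with vehicle and -100% = no enzyme basal signal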
# Target sequence (P06280 32-429 limits assumed): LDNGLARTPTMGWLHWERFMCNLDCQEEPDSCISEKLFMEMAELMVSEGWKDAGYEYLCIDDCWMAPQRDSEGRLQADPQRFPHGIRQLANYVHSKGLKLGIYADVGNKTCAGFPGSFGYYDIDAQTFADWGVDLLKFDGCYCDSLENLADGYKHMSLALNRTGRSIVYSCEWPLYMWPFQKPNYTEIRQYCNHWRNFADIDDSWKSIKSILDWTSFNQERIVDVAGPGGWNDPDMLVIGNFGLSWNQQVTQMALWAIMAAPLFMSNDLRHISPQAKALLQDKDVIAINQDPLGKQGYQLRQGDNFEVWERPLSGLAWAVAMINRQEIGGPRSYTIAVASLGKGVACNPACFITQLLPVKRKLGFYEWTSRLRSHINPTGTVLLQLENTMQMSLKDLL
#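 Fluorogenic readout (Ex 365/Em 440 nm) of 4-methylumbelliferone released from 1 mM 4-MU-alpha-galactoside by spleen homogenate, 40 min at 37C, pH 5.0. Data normalized to no-enzyme and enzyme controls; Hill-equation AC50 from compound titrations.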
# GAA inhib – qHTS Assay for Inhibitors of Human alpha-Glucosidase as a Potential Chaperone Treatment of Pompe Disease. Lysosomal alpha-glucosidase (Homo sapiens), P10253. purified human GAA, 4-MU-alpha-glucoside fluorescence. Potency, µM (titrated, usually from 76.9 µM), for inactives: at the top dose activity change, negative = inhibition, actives largely listed as inhibitors. 200,000 compounds, 0.005% hits;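 also: plate controls were uninhibited enzyme wells for no effect and no-enzyme background for full effect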
#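 Human alpha-glucosidase, 4 nM, pre-mixed with test compounds before 400 uM 4-methylumbelliferyl substrate; 20 min room temperature at pH 5.0. Fluorescence read after pH 10 stop; AC50 values from Hill-equation fits.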
# * marks the source's active call; other numbers are inactive results; ? = inconclusive; . = no result given; & = joins results of further samples; [ ] = remark or other dose. Calls follow the shape of the dose curve; as a rule, active = well fitted curve in the direction sought with a large enough effect; inconclusive = small, poorly fitted or top-dose-only effect, or another doubt; inactive = no such curve, though single readings can be large; an effect the other way counts as inactive or inconclusive. Potency is read from the fitted curve at half-maximal effect.
# Screens in order: Tau fluor counter	GAA glycogen	aGal spleen mod	GAA inhib	Tau fibril FP	HTT ATP protect	Tau fibril ThT	GAA spleen mod
(1) Cc1ccc(C2C(C#N)=C(N)SC(N)=C2C#N)cc1
 : ?	-21%	10%	0%	-8%	-19%[10 µM]	?	6%
(2) CCC(Oc1ccccc1)C(=O)N(Cc1ccccc1)c1ccccn1 (configuration not stated)
 : -12%	-1%	1%	2%	-4%	-8%[10 µM]	-8%	6%
(3) Clc1ccc(-c2nnn3c2nc(NCc2ccc4c(c2)OCO4)c2ccccc23)cc1
 : -17%	6%[76.3 µM]	.	.	-2%	.	13%	.
(4) Cc1ncoc1C(=O)NCc1ccccc1Cl
 : -1%	3%	0%	-3%	3%	0%[0.074 µM]	0%	-9%
(5) Cn1ncc2nnn(-c3ccccc3)c(=O)c21
 : -3%	4%	-26%	-3%	2%	6%	-7%	-21%
(6) O=C(Nc1nc(-c2ccccc2)cs1)C1CCCN(S(=O)(=O)c2ccccc2)C1 (configuration not stated)
 : -16%	-8%	5%	?	-15%	-73%[inhibitor]	2%	6%
(7) COCCNC(=S)N1CCCC(CO)C1 (configuration not stated)
 : 0%	16%	4%	12%	9%	-50%	1%	-1%
(8) CCCn1c(SCC(=O)N(CC)CC)nnc1-c1ccncc1
 : -3%	2%	-13%	5%	9%	-14%	-1%	-6%
(9) O=C(COc1cc(Cl)c(Cl)cc1Cl)NCCN1CCOCC1
 : -16%	1%	-7%	-2%	-12%	-20%[0.074 µM]	-9%	-10%
(10) O=Cc1cccn1-c1cccc([N+](=O)[O-])c1
 : -3%	-6%	-20%	-1%	-11%	-2%[10 µM]	5%	2%
(11) O=C1c2ccccc2C(=O)N1c1ccc(-c2nc3ccccc3o2)cc1
 : -7%	-8%	3%	0%	7%	-19%	-4%	2%
(12) COc1cc(C(=O)N(CCc2ccccc2)C2=CC3CCC(C2)N3C)cc(OC)c1OC (configuration not stated)
 : 3%	-2%	3%	2%	6%	-11%[10 µM]	1%	-4%
(13) CCOc1ccc(CN(C)CC(=O)NCc2ccccc2)cc1
 : -10%	7%	9%	-4%	8%	29%[10 µM]	-13%	3%
(14) O=C(N/N=C1\CCCc2ccccc21)c1ccccc1[N+](=O)[O-]
 : -9%	0%	4%	0%	2%	-24%[10 µM]	-9%	-4%
(15) CCOC(=O)c1cccc(-n2nnc3c(sc4nc(C)c(Br)c(C)c43)c2=O)c1
 : 0%	11%[76.3 µM]	.	.	-2%	.	-3%	.
(16) Cn1nnnc1Sc1ncnc2scc(-c3ccccc3)c12
 : 0%	4%	10%	0%	-4%	.	-7%	9%
(17) CC(=O)Nc1ccc(-c2csc(Nc3ccccn3)n2)cc1
 : ?	-10%	9%	.	15%	16%[10 µM]	.	7%
(18) CCN1CCN(C(=O)CN(c2cccc(Br)c2)S(=O)(=O)c2ccccc2)CC1
 : 14%	11%	-2%	3%	3%	10%[10 µM]	15%	2%
(19) Cc1ccc(-c2nc(C(=O)NCc3ccc(Cl)cc3)c3n2CCCCC3)cc1
 : -22%	-12%[76.3 µM]	.	.	-5%	.	2%	.
(20) Cc1ccc(C)c(NC(=S)NCc2cccn2C)c1
 : -10%	-12%	-21%	-15%	4%	2%	-15%	-6%
(21) COc1cc2c(cc1OC)Cc1cc(OC)c(OC)cc1Cc1cc(OC)c(OC)cc1C2
 : -23%	.	15%	.	-11%	0%	?	-2%
(22) CC(C)CC(=O)Nc1ccc([N+](=O)[O-])cc1Cl
 : -5%	4%	-7%	9%	-1%	10%[10 µM]	-3%	1%
(23) CC(C)CCNC(=O)C(c1ccncc1)N(Cc1cccs1)C(=O)Cn1nnc(-c2ccc(F)cc2)n1 (configuration not stated)
 : -25%	?	-1%	-9%	?	-23%[10 µM]	-7%	-8%
(24) CNC(=O)C(NC(=O)c1ccccc1)=C(C)C
 : -11%	-14%	5%	.	-3%	9%[10 µM]	-12%	-2%
(25) CC(=O)N(Cc1nc2sc(C)c(C)c2c(=O)[nH]1)C1CCCC1
 : -4%	-4%	9%	?	-7%	13%[10 µM]	-9%	1%
(26) CCc1nnc(NC(=O)CSc2ccc(-c3ccccc3OC)nn2)s1
 : -1%	-1%	2%	-2%	5%	26%	?	.
(27) CCN1C(=O)/C(=C2/Sc3ccc(OC)cc3N2C)SC1=Nc1ccc(OC)cc1
 : -11%	-11%	2%	5%	1%	-21%	-7%	-3%
(28) O=C(c1ccc(F)cc1F)N1CCN(c2n[nH]c(=O)[nH]c2=O)CC1
 : -9%	-2%	2%	-1%	2%	-33%[inhibitor]	-6%	0%
(29) O=C(COc1ccc(F)cc1)OCCN1CCOCC1
 : -4%	4%	4%	-8%	6%	-7%	-13%	12%
(30) Cn1cc(CN2CCCC(CO)(Cc3ccccc3)C2)cn1 (configuration not stated)
 : -8%	0%	8%	2%	2%	3%[10 µM]	-8%	5%

# Retrieved one by one from above, 5 records:
# Screens in order: Tau fluor counter	GAA glycogen	aGal spleen mod	GAA inhib	Tau fibril FP	HTT ATP protect	Tau fibril ThT	GAA spleen mod
(10) O=Cc1cccn1-c1cccc([N+](=O)[O-])c1
 : -3%	-6%	-20%	-1%	-11%	-2%[10 µM]	5%	2%
(20) Cc1ccc(C)c(NC(=S)NCc2cccn2C)c1
 : -10%	-12%	-21%	-15%	4%	2%	-15%	-6%
(14) O=C(N/N=C1\CCCc2ccccc21)c1ccccc1[N+](=O)[O-]
 : -9%	0%	4%	0%	2%	-24%[10 µM]	-9%	-4%
(18) CCN1CCN(C(=O)CN(c2cccc(Br)c2)S(=O)(=O)c2ccccc2)CC1
 : 14%	11%	-2%	3%	3%	10%[10 µM]	15%	2%
(22) CC(C)CC(=O)Nc1ccc([N+](=O)[O-])cc1Cl
 : -5%	4%	-7%	9%	-1%	10%[10 µM]	-3%	1%

# (list continues)
# Screens in order: Tau fluor counter	GAA glycogen	aGal spleen mod	GAA inhib	Tau fibril FP	HTT ATP protect	Tau fibril ThT	GAA spleen mod
(31) COc1cc(/C=C2\SC(N)=NC2=O)ccc1OCC(=O)Nc1ccc(C)cc1
 : -22%	9%	-6%	3%	?	-4%[10 µM]	?	-3%
(32) CN(CC(=O)Nc1ccccc1[N+](=O)[O-])Cc1ccc(Br)cc1
 : ?	-12%	7%	-4%	6%	25%	-14%	0%
(33) COc1ccc(CN2C(=O)CCC(C(=O)O)C2c2ccccc2)cc1 (configuration not stated)
 : 0%	1%	14%	-2%	-4%	-19%	-5%	2%
(34) CN1CCN(NC(=O)c2ccc(Cl)c(S(=O)(=O)Nc3ccc(Cl)cc3)c2)CC1
 : -1%	3%	10%	.	9%	17%[10 µM]	-3%	1%
(35) COc1cccc(/C=N/NC(=O)C(=O)NCc2cccnc2)c1O
 : -2%	10%	-4%	-15%	-6%	-4%[10 µM]	-7%	-6%
(36) CCC(=O)Nc1cc(C(F)(F)F)ccc1N1CCCC1
 : -19%	11%	-8%	4%	?	-5%[10 µM]	?	-3%
(37) Cc1cccc(NC(=O)CN2C(=O)CNC2=O)c1
 : -6%	1%	8%	-9%	0%	7%	-12%	6%
(38) CSCC[C@H](NC(=O)NCc1ccccc1F)C(=O)O
 : 0%	1%	-3%	-5%	-5%	4%	-8%	-4%
(39) O=C(c1coc(=O)c2ccccc12)N1CCN(Cc2ccccc2)CC1
 : 4%	6%	1%	-3%	-2%	23%	-4%	2%
(40) CCCCC1(C(=O)OCC)CC(CSC(=N)N)OC1=O (configuration not stated)
 : -1%	0%	8%	4%	-1%	.	-13%	4%
(41) O=C1c2ccccc2N(Cc2ccc(Cl)cc2)C2=NCCN12
 : 2%	12%	-22%	1%	-1%	9%[10 µM]	1%	-5%
(42) CCOc1ccccc1N1CCN(CC(=O)N(CC(C)C)c2c(N)n(CC(C)C)c(=O)[nH]c2=O)CC1
 : 9%	-2%	-5%	3%	-2%	-32%[inhibitor]	9%	-16%
(43) O=C(CSc1nc(-c2ccccc2)c(-c2ccccc2)[nH]1)N1CCN(S(=O)(=O)c2ccccc2)CC1
 : ?	-19%	2%	-17%	?	-37%	-14%	-11%
(44) CCn1cc(C(=O)OCC(=O)c2ccc(Cl)cc2)c(=O)c2ccc(C)nc21
 : -11%	5%	-6%	-1%	-11%	-29%	?	-14%
(45) Cc1ccc(CCNC(=O)CN2C(=O)COc3ccc(S(=O)(=O)N4CCCCC4)cc32)cc1
 : -19%	-22%&7%[76.3 µM]	.	.	-2%	.	-5%	.

# Values by screen from above.
# Compounds 26–30 in HTT ATP protect: 26%, -21%, -33%[inhibitor], -7%, 3%[10 µM]
# Compounds 26–30 in GAA inhib: -2%, 5%, -1%, -8%, 2%

# Single records (already shown).
# COc1cc(/C=C2\SC(N)=NC2=O)ccc1OCC(=O)Nc1ccc(C)cc1 is listed as Tau fluor counter = -22%; GAA glycogen = 9%; aGal spleen mod = -6%; GAA inhib = 3%; Tau fibril FP = ?; HTT ATP protect = -4%[10 µM]; Tau fibril ThT = ?; GAA spleen mod = -3%
# O=C(CSc1nc(-c2ccccc2)c(-c2ccccc2)[nH]1)N1CCN(S(=O)(=O)c2ccccc2)CC1 is listed as Tau fluor counter = ?; GAA glycogen = -19%; aGal spleen mod = 2%; GAA inhib = -17%; Tau fibril FP = ?; HTT ATP protect = -37%; Tau fibril ThT = -14%; GAA spleen mod = -11%
# COc1cccc(/C=N/NC(=O)C(=O)NCc2cccnc2)c1O is listed as Tau fluor counter = -2%; GAA glycogen = 10%; aGal spleen mod = -4%; GAA inhib = -15%; Tau fibril FP = -6%; HTT ATP protect = -4%[10 µM]; Tau fibril ThT = -7%; GAA spleen mod = -6%

# Hits appear at their usual frequency. Share with any hit: about 3.3%.
